Bioassay records deposited in PubChem by several laboratories.
Vif inh – HIV Vif self-association inhibitors, primary screen, imaging, HEK293T, single point. HEK293T cells, Vif self-association by quenched fluorescence, 24 h. inhibition, % at 7.49 µM. 0.35% of 340,000 active; in the data active = inhibition above about 50%, passing the limit was not always enough; inconclusive = no clear call, values can overlap the other calls; inactive = below about 31%; note: some results filed as inactive read as strong as hits
PDI turbidity – inhibitors of human PDI, primary screen, biochemical, turbidity, single point, plate reader. 0.052% of 350,000 active. AID 588391, 2011. Protein disulfide-isomerase (Homo sapiens), P07237. PDI insulin aggregation turbidity, A650, 90 min. inhibition, % at 10 µM;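 active = mean inhibition across replicates of 30% or more, whatever share of single replicates reach that level; inconclusive = mean inhibition below 30% while every single replicate reaches 30%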;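 note: absorbance from insulin aggregation driven by PDI reduction with DTT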
Target sequence (P07237 whole entry, looked up): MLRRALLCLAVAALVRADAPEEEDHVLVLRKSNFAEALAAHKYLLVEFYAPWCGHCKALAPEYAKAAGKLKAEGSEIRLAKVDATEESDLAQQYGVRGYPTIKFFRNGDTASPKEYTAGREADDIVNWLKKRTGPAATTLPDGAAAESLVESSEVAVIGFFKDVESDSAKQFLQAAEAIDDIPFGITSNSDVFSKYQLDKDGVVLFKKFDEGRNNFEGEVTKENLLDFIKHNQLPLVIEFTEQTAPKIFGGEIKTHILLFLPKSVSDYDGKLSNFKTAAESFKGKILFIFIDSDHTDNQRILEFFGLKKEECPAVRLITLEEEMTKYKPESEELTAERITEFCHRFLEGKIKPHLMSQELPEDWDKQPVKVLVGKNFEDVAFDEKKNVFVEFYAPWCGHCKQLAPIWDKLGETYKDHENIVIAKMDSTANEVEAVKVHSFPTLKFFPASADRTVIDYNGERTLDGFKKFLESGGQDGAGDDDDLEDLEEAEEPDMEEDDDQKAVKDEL
KKLEB cytotox – cytotoxicity in KKLEB CF airway cells, primary screen, cytotoxicity control for CF NF-kB inhibitor project, cell-based, uHTS, fluorescence assay plates | KKLEB CF airway cells viability, ATPlite luminescence, overnight; active compounds read low; cells stimulated with P. aeruginosa culture filtrate | activity change (cytotoxicity), % at 5 µM | 0.36% of 360,000 active;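 active = corrected activity change at or below -50% at 5 µM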
NR2E3 ag-1 – NR2E3 agonists in two-hybrid cells, primary screen, cell-based, luminescence, CHO-S, Gal4-NCOR/VP16-NR2E3 | inhibition of corepressor binding, % at 3.98 µM | Photoreceptor-specific nuclear receptor (Homo sapiens), Q9Y5X4 | luciferase | 0.35% of 360,000 active | AID 602229, 2012;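 active = inhibition above the mean of all tested compounds plus 3 SD, cut at about 70% in these data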;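 note: 0% = DMSO with NR2E3 transfected cells and 100% = cells lacking NR2E3 construct; higher means lower luciferase signal from less NR2E3 corepressor binding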
Target sequence (Q9Y5X4 whole entry, looked up, the tested form may be a part): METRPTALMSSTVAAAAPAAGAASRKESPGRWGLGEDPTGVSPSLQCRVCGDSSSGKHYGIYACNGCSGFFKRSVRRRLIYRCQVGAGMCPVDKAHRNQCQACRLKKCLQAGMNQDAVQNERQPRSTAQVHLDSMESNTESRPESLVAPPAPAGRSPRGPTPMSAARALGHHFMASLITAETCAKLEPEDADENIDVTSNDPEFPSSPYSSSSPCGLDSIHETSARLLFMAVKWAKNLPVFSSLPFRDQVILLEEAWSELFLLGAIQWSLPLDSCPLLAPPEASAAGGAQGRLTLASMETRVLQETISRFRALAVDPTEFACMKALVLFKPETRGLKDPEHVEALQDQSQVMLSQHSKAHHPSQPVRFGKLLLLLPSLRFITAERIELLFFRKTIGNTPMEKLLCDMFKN
Shn3 inh set2 – reduction of Shn3 3'UTR firefly luciferase signal, primary screen, Schnurri-3 inhibitor project, cell-based, Clone20 osteoblasts, set 2. inhibition, % at 12.5 µM. AID 588674, 2011. 0.52% of 360,000 active. Clone20 osteoblast Shn3 3'UTR firefly luciferase, 24 h;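 active = mean inhibition of at least 75% with every replicate also reaching 75%; inconclusive = mean inhibition at least 75% but some replicate below; inactive = mean inhibition below 75%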;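 note: 0% = median of neutral control wells and 100% = pilot-screen positive control compound; some compounds past the cut are filed as inactive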
NR2E3 ag-2 – inhibitors of NR2E3-RetCOR corepressor binding, primary screen, NR2E3 agonist project, biochemical, TR-FRET, GST-NR2E3, biotin-RetCOR | inhibition of corepressor binding, % at 4.78 µM | 0.12% of 320,000 active | 1536-well | Photoreceptor-specific nuclear receptor (Homo sapiens), Q9Y5X4 | AID 2300, 2010;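 active = percent inhibition above the cutoff of mean plus 3 SD of all tested compounds, set per screening campaign, cut at about 20% in these data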;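 note: 0% = DMSO wells and 100% = biotin wells as full block of FRET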
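System: GST-tagged NR2E3 plus biotinylated RetCOR corepressor; Buffer or medium: pH 7.5 Tris-based buffer; Probe or stimulus: RetCOR corepressor, biotinylated, 7 nM; Doses: compound at 4.8 µM, single dose; Schedule: 5 h incubation at 4 °C; Technique: time-resolved FRET; Evaluation: percent inhibition of TR-FRET ratio; Replication: one well per compound, singlicate testing.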
CF NFkB inh – inhibitors of PAF-induced NF-kB signaling, primary screen, cell-based, GFP fluorescence, uHTS | inhibition, % at 5 µM | 0.86% of 360,000 active | KKLEB NF-kB-GFP reporter, GFP fluorescence overnight;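 active = at least 50% inhibition at 5 µM, scaled per plate between neutral and stimulator controls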;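 note: PAF is a Pseudomonas aeruginosa culture filtrate used as stimulus; plate controls were PAF-stimulated DMSO wells for no effect and unstimulated DMSO wells for full effect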
MITF TRPM1 inh – inhibitors of MITF-dependent TRPM1 promoter reporter, primary screen, cell-based, SK-MEL-5, single point, luciferase | inhibition, % at 12.5 µM | 0.83% of 330,000 active | SK-MEL-5 TRPM1 promoter luciferase, 24 h | AID 488899, 2010;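 active = mean inhibition across replicates of 60% or more, whatever share of single replicates reaches that level; inconclusive = some that reach 60%, reason not given; inactive = mean inhibition across replicates below 60%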; note: values of inactives mirror those of a sister screen read the other way
CaV13 FRET inh – Primary screen for inhibitors of IQ motif and Ca2+-dependent inactivation inhibitor domain binding in CACNA1D, Förster resonance energy transfer in living cells, …; 0.098% of 340,000 active; inhibition, % at 12.3 µM; HEK cells, CFP/YFP FRET ICDI-IQ, plate reader, 10 min; percent FRET-ratio fall versus neutral wells;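 active = mean replicate inhibition of at least 30% and at least 1% of replicates passing that level; inconclusive = only one of the two criteria is met; inactive = neither criterion is met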;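 note: 0% = median of the neutral control wells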
HIF-2a block – HIF-2a reporter inhibitors, primary screen, luminescence, 786-0 RCC cells. 786-0 RCC cells HIF-2a reporter, luciferase luminescence, overnight. inhibition, % at 18.8 µM. 0.72% of 360,000 active;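 active = inhibition of the luminescence signal of 40% or more relative to plate controls, in a single-dose primary screen at 18.75 µM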
Peg3 prom inh – Peg3 promoter-driven luciferase inhibitors, primary screen, cell-based, HeLa, luciferase luminescence. HeLa PEG-Prom luciferase reporter, overnight. AID 588405, 2011. inhibition, % at 20 µM. 1.7% of 360,000 active;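 active = inhibition of at least 50% at 20 µM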
* = called active by the depositor; u = inconclusive; x = no result given.

Molecule	Vif inh	PDI turbidity	KKLEB cytotox	NR2E3 ag-1	Shn3 inh set2	NR2E3 ag-2	CF NFkB inh	MITF TRPM1 inh	CaV13 FRET inh	HIF-2a block	Peg3 prom inh
CC1(C)SCC(C(=O)O)N1C=O (configuration not stated)	0	8	-2	4	2	0	-3	-3	x	-2	-14
CC(=O)NCC(=O)NC1(C(=O)NC2CCCC2)CCCCC1	8	13	-6	-7	50	2	-2	-10	-2	8	12
COCC(C)NC(C(=O)Nc1ccc(C)c(Cl)c1)c1ccccc1 (configuration not stated)	3	3	-22	2	6	-2	-9	2	-5	7	7
O=C(C1CC1)N1CCCN(C(=O)C2CC2)CC1	3	0	12	8	4	0	-9	5	-7	13	7
Cc1ccc(N2C(N)=C(C#N)C(c3cccs3)C3=C2CC(C)(C)CC3=O)cc1 (configuration not stated)	7	-3	-10	3	-7	-2	22	-2	-9	-27	24
CC(=O)Nc1nnc(S(=O)(=O)N2CCN(c3ccc([N+](=O)[O-])cc3Cl)CC2)s1	-8	6	21	-4	3	0	-44	3	-4	-7	-13
CCc1cccc(CC)c1NC(=O)COC(=O)/C(C#N)=C/c1ccc(OC)cc1	3	14	18	-16	-10	3	-12	2	-4	7	-5
COc1cccc(CNC(=O)C(=O)NCC(c2ccco2)N2CCOCC2)c1 (configuration not stated)	-1	-6	-3	8	11	-4	-6	-1	-4	7	13
Nc1ncnc(NCc2ccc(F)cc2)c1[N+](=O)[O-]	-1	6	-24	-2	5	-2	64*	1	-4	8	-6
COc1ccccc1CN=C1NC(=O)C(CC(=O)Nc2ccc(OC)c(OC)c2)S1 (configuration not stated)	-1	3	2	7	6	5	0	8	-6	1	5
COc1cc(CNCCCN2CCOCC2)cc(Br)c1OCc1ccc(Cl)cc1	u	4	-30	28	-17	0	27	50	-5	16	100*
COc1cccc(CN2CCN(Cc3cccc(Br)c3)CC2)c1OC	3	0	-4	-13	21	-5	5	6	-4	11	3
Cn1cnc([N+](=O)[O-])c1Sc1ccncn1	x	-3	5	6	-8	x	1	x	-16	5	-1
O=C(CCl)Nc1ccc2c(c1)OCO2	29	7	12	-21	-35	1	-34	24	-7	-3	-3
Cc1cc(C(=O)NNC(=O)c2cccc(S(=O)(=O)N3CCOCC3)c2)c2ccccc2n1	-1	3	3	3	9	-1	-8	-7	-5	18	1
CCC(=NCc1ccccc1)c1c(C(F)(F)F)[nH]n(-c2nc3ccccc3s2)c1=O	-1	6	10	-54	-17	2	-9	-12	-4	-89	-34
COc1cc(/C=C(\C#N)c2ccccn2)cc(OC)c1O	-4	-17	1	1	5	0	-22	0	-6	-11	-2
CCc1ccc(OCc2nnc(SCCN3CCOCC3)n2C)cc1	0	-10	6	-10	19	0	-4	11	-4	0	-14
COc1ccc(/C=C(/NC(=O)c2cccs2)C(=O)NCc2ccco2)cc1OC	-1	0	0	-3	-11	2	6	5	-4	10	3
Cc1nc(SCC(=O)Nc2ccc3c(c2)OCCO3)c2oc3ccccc3c2n1	-6	-15	-6	-3	-6	8	0	-5	-10	6	9

Going on with the list:
Molecule	Vif inh	PDI turbidity	KKLEB cytotox	NR2E3 ag-1	Shn3 inh set2	NR2E3 ag-2	CF NFkB inh	MITF TRPM1 inh	CaV13 FRET inh	HIF-2a block	Peg3 prom inh
O=C(O)c1cc(N/N=C/c2ccc3c(c2)OCCO3)ccc1Cl	-5	9	10	-122	16	-3	33	82*	-4	62*	-25
CC(=O)c1cccc(NC(=O)C2(C)Cc3c(-c4cccc(C(N)=O)c4)ccnc3O2)c1 (configuration not stated)	0	10	-3	2	-13	x	-28	x	-6	24	-1
COc1ccc(Cc2nc3ccc(C(=O)N(C)Cc4nccn4C)cc3o2)cc1	x	1	3	-22	12	x	-15	x	-17	4	1
C=C(C)COc1ccc(-c2ncncc2Oc2ccc(OC)cc2)c(O)c1	8	1	-6	-2	-17	1	3	-5	-1	12	10
O=S(=O)(/N=C(\c1ccccc1F)N1CCCCC1)c1ccccc1	2	17	-1	-3	1	-1	-14	-4	-5	13	10
O=C(NC1CCCCC1)N1CCN(Cc2ccco2)CC1	15	-4	17	-29	-14	-1	4	-7	-1	-8	-5
Cc1ccc2c(c1)C1CN(C)CCC1N2C(=S)NC(=O)c1ccc(Cl)cc1Cl (configuration not stated)	-4	4	0	-17	8	0	-16	4	-3	14	7
CN1CCN2c3ncccc3Cc3ccccc3C2C1 (configuration not stated)	-4	-1	-1	-21	-5	-6	1	-4	-6	1	-1
COc1ccccc1C(=O)NNC(=O)c1ccccc1	13	-18	8	-110	-106	1	0	-36	-5	-143	-121
CCOc1ccc(Nc2ccc(N)c(S(=O)(=O)O)c2)cc1	-2	7	-9	-9	-3	x	23	1	-6	8	6
CSc1cccc(NC(N)=O)c1	34	-3	-12	-15	4	7	3	x	-4	4	7
O=C([C@@H]1CCCN1C(=O)c1cccs1)N1CCN(S(=O)(=O)c2ccccc2F)CC1	22	-8	-12	-5	-26	1	-22	0	-6	3	0
Cc1cc(=O)oc2cc(OCC(O)CN3CCN(c4ccc(F)cc4)CC3)ccc12 (configuration not stated)	-1	12	0	-5	-10	-3	-5	8	-6	-3	-3
Cc1cc(Cl)ccc1Oc1ccc(C(N)=O)cc1[N+](=O)[O-]	u	-10	-5	-11	10	0	8	-4	-5	15	3
Cc1ccc(NC(=O)CN2CCN(c3ccccn3)CC2)c(Cl)c1	-14	-5	-9	-16	0	-1	5	-12	x	-45	-61
Cc1ccc(C(C)(C)NC(=O)C2CCC(=O)N(C3CCCCCC3)C2)cc1 (configuration not stated)	10	-3	5	-93	-63	3	-3	-65	-7	-159	-247
C=Cc1ccc(CN2CCCN(Cc3ccc(F)cc3)S2(=O)=O)cc1	8	-6	-1	-28	-6	2	-1	-1	-1	-2	16
COc1ccc(OC)c(-n2c(O)cnc2Nc2nc(C)cc(C)n2)c1	-4	-6	2	-22	-1	0	0	7	-5	5	5
CCOc1ccc(NC(=O)OCCN2CCN(CCc3ccccc3)C(C)C2)cc1 (configuration not stated)	-10	-24	-5	-19	39	x	20	12	-8	-3	-5
Cc1nc2cc(Oc3nc(NCCN(C)C)nc4ccsc34)ccc2s1	-2	-1	-2	-1	2	x	1	x	-5	-7	37

Carrying on:
Molecule	Vif inh	PDI turbidity	KKLEB cytotox	NR2E3 ag-1	Shn3 inh set2	NR2E3 ag-2	CF NFkB inh	MITF TRPM1 inh	CaV13 FRET inh	HIF-2a block	Peg3 prom inh
Cc1nc2sc(C(c3ccc(Br)cc3)N3CC(C)OC(C)C3)c(O)n2n1 (configuration not stated)	-16	2	6	6	9	1	5	6	x	17	14
CCCCc1nc2cc(C(=O)N3CCCCC3CC(=O)OCC)ccc2o1 (configuration not stated)	-9	-5	-4	-43	-54	-4	4	-25	-9	-157	-185
CC(C(=O)NCc1ccco1)n1ccc2cc(S(=O)(=O)N3CCCC3)ccc21 (configuration not stated)	-5	7	10	3	19	-3	1	1	-3	13	5
COc1ccc(Cl)cc1NC(=O)CSc1nc(C)cc(C)n1	-2	-16	-5	1	-7	2	7	12	-4	18	6
Cc1ccc(NC2=CC(=O)CC(C)(C)C2)cc1C	-15	4	-6	-6	18	-3	21	-7	-5	-2	-1
O=C(NNC(=O)c1ccccc1Cl)c1ccc2c(=O)n3c(nc2c1)CCC3	5	6	9	7	-5	2	-7	-9	-3	-10	-8
NS(=O)(=O)c1ccc(CNC(=S)NC2CCCC2)cc1	1	1	3	-7	10	-3	-11	-5	-2	12	8
CCSc1nnc(NC(=O)CSc2nnc(-c3c[nH]c4ccccc34)n2CC)s1	-16	x	6	-6	4	8	-17	3	-3	1	-6
COc1ccc(C2C(C#N)=C(/N=C/N3CCN(C)CC3)OC3=C2C(=O)CC(C)(C)C3)cc1 (configuration not stated)	-5	-4	3	-10	-13	3	-2	5	-5	18	7
O=C(O)COc1ccccc1/C=N/NC(=O)c1ccc2c(c1)OCCO2	3	-1	-9	-31	-18	-1	-6	-13	-7	-19	-21
CC(=O)N(C)c1ccc(NC(=O)COc2ccc(Br)cc2C)cc1	1	-10	-4	-15	18	1	2	-5	-17	17	-1
O=C(COC(=O)Cc1ccccc1[N+](=O)[O-])NC1CCCC1	-2	0	-10	-37	6	1	4	-3	-7	21	15
O=C(c1cc2ccccc2o1)N1CCN(c2ccccn2)CC1	-6	-23	-7	15	21	0	-9	-11	-6	-40	-39
CC(C)NC(=O)c1ccccc1NC(=O)/C=C/c1cccc([N+](=O)[O-])c1	0	-17	-2	9	-1	5	2	-8	-4	6	5
CC12CCC(C(=O)NNc3ccc([N+](=O)[O-])cc3)(OC1=O)C2(C)C (configuration not stated)	-12	10	-1	-17	-3	1	14	7	-5	9	7
O=C(NC1CCCCC1)C(c1cccs1)N(C(=O)C(F)(F)F)c1ccccc1 (configuration not stated)	7	14	-2	-24	1	5	-1	6	-5	-2	5
O=C(CC1(O)C(=O)N(CCc2ccccc2)c2ccccc21)c1ccccn1 (configuration not stated)	2	-3	8	4	13	-2	6	-2	-1	-8	-12
COc1ccc(-c2noc(N3CCC(C(=O)N(C)c4ccccc4)CC3)n2)cc1	x	x	13	15	12	3	-4	x	-6	-37	-14
CCCCS(=O)CC(COc1ccc(Cl)cc1)OC(=O)c1ccccc1 (configuration not stated)	-3	-7	1	0	-5	0	-1	8	-3	10	7
COC(=O)c1cc(OC)c(OC)cc1NC(=O)c1ccc(C)cc1	4	-1	6	-21	-5	0	-46	-4	-4	0	14
NC(=O)c1nsc(C(=O)N(Cc2ccco2)C(C(=O)NC2CCCC2)c2ccc(O)cc2)c1N (configuration not stated)	19	-4	-3	-13	-6	x	-7	-8	-4	21	22
